Screening data deposited in PubChem BioAssay by National Center for Advancing Translational Sciences (NCATS).
ERK EGF block: EGF-driven ERK pathway inhibition. AID 1454. HEK293-V1b, EGF-stimulated phospho-ERK AlphaScreen. 130,000 compounds, 0.41% hits. Potency, µM (series often up to 11.5 µM), for the others: at the highest dose activity change, negative = inhibition, usual class: inhibitors; active = well fitted inhibition curve with a large enough effect; inconclusive = small, poorly fitted or top-dose-only effect, or effect the other way;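 note: plate controls were stimulated vehicle wells for no effect and unstimulated vehicle basal for full effect; nearly all actives have a fitted effect of over 55% in size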
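Compounds are titrated over HEK293-V1b cells kept overnight in 1% FBS. After 30 min at 37C, EGF (25 nM final) triggers ERK phosphorylation for 5 min, measured by AlphaScreen in lysates.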
* = called active by the depositor; ? = inconclusive; [ ] = another dose, or the depositor's remark. Potency is the fitted concentration of half-maximal effect. Some of the compounds tested (hit frequency here may not be typical).

| ERK EGF block | SMILES |
| --- | --- |
| 18% | Cc1nn(-c2ccccc2)c(C)c1C1C(C#N)=C(N)Oc2n[nH]c(C)c21 (stereo not drawn) |
| 6% | Cc1nc2cc(NCc3ccccc3O)ccc2n1Cc1ccccc1 |
| 0%[57.5 µM] | O=S(=O)(Nc1ncccn1)c1ccc(NC(=S)Nc2ccc(Cl)cc2)cc1 |
| 5% | CCCCc1ccc(NC(=O)CC(C)C)cc1 |
| 0% | CC12CCC(C(=O)Nc3ccccc3Cl)(C(Br)C1=O)C2(C)C (stereo not drawn) |
| 1%[57.5 µM] | Cc1ccccc1NC(=O)C(C)n1c2ccccc2c2nc(=O)cc(C)n21 (stereo not drawn) |
| 9% | CCOC(=O)CSc1c(-c2cccs2)[nH]c2ccccc12 |
| 3% | CCc1ccccc1NC(=O)CCN1C(=O)C2C3CCC(C3)C2C1=O (stereo not drawn) |
| 0% | O=C(CSc1ccc2nnc(-c3cccnc3)n2n1)c1ccccc1 |
| -1% | O=C(CSc1cccc[n+]1[O-])Nc1ccc2c(c1)OCO2 |
| 4% | O=C(CSc1nc(-c2ccco2)cc(C(F)(F)F)n1)Nc1ccccc1C(F)(F)F |
| -9% | CCOC(=O)N1CCN(C(=S)NC(C)(C)C)CC1 |
| -3%[57.5 µM] | CC1(NC(=S)Nc2ccc3ccccc3c2)CCS(=O)(=O)C1 (stereo not drawn) |
| -3% | C=CCOc1ccc(/C=N\NC(N)=S)cc1 |
| -9% | O=C1c2ccccc2C(=O)N1CC(O)CNc1ccc(Br)cc1 (stereo not drawn) |
| -3% | NC(=O)CC[C@@H]1NC(=O)[C@H](CO)NC(=O)c2cc([N+](=O)[O-])cc(I)c2NCCCC[C@@H](C(N)=O)NC(=O)[C@H](Cc2ccc(O)cc2)NC1=O |
| 4% | COC(=O)c1nn(-c2ccc(OC)cc2)c(=O)c2c(N)sc(C)c12 |
| -13% | CC(C)(C)C1CCc2c(C(=O)NNC(=O)CCCC(=O)O)csc2C1 (stereo not drawn) |
| 6% | CC(/C=C/c1ccccc1F)=N\NC(=O)c1ccccc1 |
| 5%[57.5 µM] | Cc1cc(N2C(=O)C(O)=C(C(=O)c3cccs3)C2c2cccc(Br)c2)no1 (stereo not drawn) |
| -6% | COc1ccc(N2CC(O)(c3ccc(OC(F)F)cc3)[N+]3=C2CCCC3)cc1 (stereo not drawn) |
| 9%[57.5 µM] | Clc1nc(Oc2ccccc2)nc(-c2cn(-c3ccccc3)c3ccccc23)n1 |
| -11%[57.5 µM] | Cc1csc(/C(=N/OC(=O)c2ccco2)C(N)=O)n1 |
| -8% | COc1ccc(-c2ccnc(SCC(=O)c3ccc(Cl)cc3)n2)cc1 |
| 8% | c1ccc(Cn2c(-c3ccccc3)nc3nc4ccccc4nc32)cc1 |
| -1% | COc1ccc(C(=O)N[C@H](C(=O)NCc2cccs2)C(C)C)cc1 |
| 5% | Cc1nn(C)cc1CNC(=O)COc1ccc(Cl)cc1Cl |
| 1% | CCN1CCN(C(c2cccs2)C(C)NS(=O)(=O)c2ccccc2)CC1 (stereo not drawn) |
| 1% | COC(=O)CNC(=O)C1(C)C=CC2(CCCCC2)N1C(C)=O (stereo not drawn) |
| -21%[57.5 µM] | O=C(CCC1CCCC1)N[C@@H](Cc1ccc(O)cc1)C(=O)O |

Of the compounds above, these contain an aryl methoxy group:
| ERK EGF block | SMILES |
| --- | --- |
| 4% | COC(=O)c1nn(-c2ccc(OC)cc2)c(=O)c2c(N)sc(C)c12 |
| -6% | COc1ccc(N2CC(O)(c3ccc(OC(F)F)cc3)[N+]3=C2CCCC3)cc1 (stereo not drawn) |
| -8% | COc1ccc(-c2ccnc(SCC(=O)c3ccc(Cl)cc3)n2)cc1 |
| -1% | COc1ccc(C(=O)N[C@H](C(=O)NCc2cccs2)C(C)C)cc1 |

Part of the list above, reformatted:
| compound | ERK EGF block |
| --- | --- |
| COc1ccc(-c2ccnc(SCC(=O)c3ccc(Cl)cc3)n2)cc1 | -8% |
| c1ccc(Cn2c(-c3ccccc3)nc3nc4ccccc4nc32)cc1 | 8% |
| COc1ccc(C(=O)N[C@H](C(=O)NCc2cccs2)C(C)C)cc1 | -1% |
| Cc1nn(C)cc1CNC(=O)COc1ccc(Cl)cc1Cl | 5% |

Next entries:
| ERK EGF block | SMILES |
| --- | --- |
| -11%[57.5 µM] | CCS(=O)CC(=O)Nc1c(-c2ccccc2)oc2ccccc2c1=O (stereo not drawn) |
| -12%[57.5 µM] | Cc1ccsc1/C=N/NC(=O)Cc1cc(=O)[nH][nH]1 |
| 12% | Fc1ccc(Nc2nc(-c3cccnc3)cs2)cc1 |
| -7% | Cc1cc(NC(=O)CSCc2ccccc2)no1 |
| -7%[57.5 µM] | CC(C)CC1c2[nH]c3ccccc3c2CCN1CCCn1cccn1 (stereo not drawn) |
| -4% | Cc1ccc(C(=O)N[C@H](C(=O)Nc2cc(Cl)cc(Cl)c2)C(C)C)cc1 |
| 25% | CCCCCC1C(=O)CCC1CC(=O)OC (stereo not drawn) |
| 3% | Cc1ccc(O)c(C2=Nc3ccccc3C2(C)C)c1 |
| -7%[57.5 µM] | O=c1c2c3c(sc2nc(N2CCNCC2)n1-c1cccc(Cl)c1)CCCCC3 |
| -2% | CC(CCC#N)[N+](=O)[O-] (stereo not drawn) |
| -6% | COc1ccc(-c2cc(C(=O)N3CCc4ccccc4C3)no2)cc1 |
| -6% | Cc1ccc(C)c(NS(=O)(=O)c2ccc(OCC(=O)NCC3CCCO3)cc2)c1 (stereo not drawn) |
| -2% | Cc1ccccc1C(=O)Oc1ccccc1C(=O)N1CCOCC1 |
| -1%[57.5 µM] | CCOC(=O)N1CCN(Cc2nc(Cc3cccc(F)c3)no2)CC1 |
| -1%[57.5 µM] | N/C(=N\OC(=O)c1cc([N+](=O)[O-])ccc1Cl)c1ccccn1 |
| 0%[57.5 µM] | COc1cc(C(=O)Nc2nc3ccc(S(C)(=O)=O)cc3s2)cc(OC)c1C |
| -3% | COc1ccc(CCNC(=O)CN(c2cccc([N+](=O)[O-])c2)S(C)(=O)=O)cc1OC |
| 6%[57.5 µM] | COc1ccc(C2C(C#N)=C(C)NC(C)=C2C#N)c(OC)c1 |
| -4% | O=C(O)CCC/C=C\C[C@@H]1CO[C@H](C(F)(F)F)O[C@@H]1c1ccccc1O |
| 7% | O=C(Cc1cccs1)Nc1cccc(C(=O)Nc2ccc(C(=O)O)cc2)c1 |
| -11%[25.7 µM] | CO[C@H]1C[C@@H](O[C@@H]2[C@H](C)[C@H](O[C@@H]3O[C@@H](C)C[C@@H](N(C)C)[C@@H]3O)[C@H](C)C[C@]3(CO3)C(=O)[C@H](C)[C@H](O)[C@H](C)[C@H](C)OC(=O)[C@@H]2C)O[C@@H](C)[C@H]1O |
| -10% | CC(=O)Nc1ccc(NC(=O)CSc2nnc3ccc(-c4ccc(F)cc4)nn23)cc1 |
| -14% | O=C(Nc1nnc(Cc2ccc([N+](=O)[O-])cc2)s1)Nc1ccccc1F |
| ? | Cn1c(N=NC(=O)c2ccccc2)c(O)c2ccccc21 |
| -2% | COC(=O)c1ccc(CN2C(=O)NC(CC(C)C)C2=O)cc1 (stereo not drawn) |
| 6% | CN(C)c1ccc(/C=C2/NC(=O)NC2=O)cc1 |
| 8% | CC(=O)N/C(=C\c1cccs1)C(=O)O |
| -7%[57.5 µM] | CCOCCCn1c(=NC(C)=O)c(C#N)cc2c(=O)n3ccccc3nc21 |
| -11% | COC(=O)Cc1c(O)ccn(Cc2ccc(OC)c(OC)c2)c1=O |
| 11%[57.5 µM] | Cc1cc(=O)[nH]c(SCC(=O)c2ccc3c(c2)NC(=O)CO3)n1 |

Among those listed so far, two contain a tert-butyl group.
| ERK EGF block | SMILES |
| --- | --- |
| -9% | CCOC(=O)N1CCN(C(=S)NC(C)(C)C)CC1 |
| -13% | CC(C)(C)C1CCc2c(C(=O)NNC(=O)CCCC(=O)O)csc2C1 (stereo not drawn) |

The list continues:
| ERK EGF block | SMILES |
| --- | --- |
| -6% | COc1cc(C(=O)NCC(c2cccs2)N(C)C)cc(Cl)c1OC(C)C (stereo not drawn) |
| 4%[57.5 µM] | CCN(CC)S(=O)(=O)c1cccc(-c2n[nH]c(=S)n2CC(C)C)c1 |
| 7% | CN(C)c1ccc(C(=O)c2ccccc2C(=O)O)cc1[N+](=O)[O-] |
| 11% | CCOc1ccc(C(=O)NNC2CC(=O)N(Cc3ccc(Cl)cc3)C2=O)cc1OC (stereo not drawn) |
| -2% | Cc1[nH]c2ccc(F)cc2c1CCN(Cc1ccco1)C(=S)NC(C)(C)C |
| -29% | CCn1c(SCC(=O)Nc2cc(S(=O)(=O)N3CCOCC3)ccc2OC)nnc1-c1ccncc1 |
| -4% | Cc1ccc(S(=O)(=O)N(C)CC(=O)N2CCCC2)cc1 |
| -1% | CCC(C)NC(=O)C1(NC(=O)Nc2ccccc2)CCCCC1 (stereo not drawn) |
| -4% | N#CC(c1ccc(Cl)cc1)c1cccc(Cl)n1 (stereo not drawn) |
| 19% | Cc1nn(CC(=O)Nc2ccc(N(C)C)cc2)c(C)c1[N+](=O)[O-] |
| -4% | CCOCCCNC(=S)N1CCCN(c2nc3cc(C)ccc3cc2C#N)CC1 |
| -9% | COc1cc(OC)cc(C(=O)Nc2ccc(CN3CCCCC3)cc2)c1 |
| 3% | COc1ccc(NC(=O)Nc2ccc(Br)c(C)c2)cc1 |
| 5% | COc1ccc(NC(=O)c2ccc3snnc3c2)cc1 |
| -1%[57.5 µM] | O=C(N/N=C/c1cccnc1)c1ccco1 |
| ? | CCOC(=O)c1c(C)[nH]c(N=Nc2cccc(OC)c2)c1C |
| -2%[25.7 µM] | CN(C)CCN(Cc1ccc(Cl)cc1)c1ccccn1 |
| 2% | Cc1c(N(C(=O)c2ccccn2)C2(C(=O)NC3CCCC3)CCCCC2)c(=O)n(-c2ccccc2)n1C |
| 2% | COCCN(C(=O)CSc1nnc2cc(C)c3ccccc3n12)c1c(N)n(Cc2ccccc2)c(=O)[nH]c1=O |
| 9% | CSc1cccc(NC(C)C(=O)NCc2ccccc2)c1 (stereo not drawn) |
| 10% | Cc1cc(C)cc(N(CC(=O)NCc2ccco2)C(=O)c2snc(C(N)=O)c2N)c1 |
| -6% | C/C(CCc1ccccc1)=N\NC(=O)c1ccc(CN2CCOCC2)cc1 |
| 3% | O=c1c2ccccc2nc(/C=C/c2ccc([N+](=O)[O-])cc2)n1CCCO |
| -8% | C/C(=N\NC(=O)c1ccc(O)cc1)c1cc2ccccc2o1 |
| 4% | O=C(Cc1ccc(F)cc1)Nc1cccc(-c2cn3c(n2)SCC3)c1 |
| 11% | C=C(C)C1Cc2cc3ccc(=O)oc3cc2O1 (stereo not drawn) |
| 6% | CCN1C(C#N)=C(C#N)N=C(C)CC1(C)C |
| 9% | COc1cc2c(cc1O)C(Cc1ccc(O)cc1)[N+](C)(C)CC2 (stereo not drawn) |
| -14% | COc1cccc(-n2nnc3c(=O)n(CC(=O)Nc4ccccc4C)cnc32)c1 |
| 3% | Cc1cccc(NC(=S)N(CCN2CCOCC2)Cc2cc3cc4c(cc3[nH]c2=O)OCCO4)c1 |
| 1% | COC(=O)CCn1[nH]c(=O)c2ccccc2c1=O |
| 1%[57.5 µM] | O=C(c1ccccc1)c1ccccc1NC(=O)C1CCCN1Cc1ccccc1 (stereo not drawn) |
| -9%[57.5 µM] | CC(=O)c1cc(CN2CCN(Cc3ccc(C)cc3)C(CCO)C2)cs1 (stereo not drawn) |
| -5% | COC(=O)c1cccc(NC(=O)CSc2nnc(C)n2C)c1 |
| 0% | O=S(=O)(c1ccccc1)N1CCC[C@@]2(CCN(c3cccc(-c4ccccc4)c3)C2)C1 |
| -7% | NC(=O)COc1ccc(/C=N/NS(=O)(=O)c2ccccc2)cc1 |
| -6%[57.5 µM] | Cc1ccccc1OCC(=O)Nc1nnc(-c2ccco2)s1 |
| 12% | Cc1ccc(C)c(CSc2ncccc2C(=O)O)c1 |
| 3% | CCNC(=O)CN(C1CCCCC1)S(C)(=O)=O |
| -12% | CCc1nnc(NC(=O)CSc2nnc(CNC(=O)c3ccc(OC)c(OC)c3)o2)s1 |
| 5%[25.7 µM] | C[C@@]12CC[C@@H]3c4ccc(O)cc4CC[C@H]3[C@H]1CC[C@H]2O |
| -2% | Cc1cccc(C(=O)NCCc2ccc(S(N)(=O)=O)cc2)c1[N+](=O)[O-] |
| 5% | Cc1cccc(NC(=O)c2sc(-c3ccccc3)nc2-c2ccc([N+](=O)[O-])cc2)c1 |
| -1% | CCOC(=O)CSC1=Nc2ccccc2C2=NC(CC(=O)NCc3ccc(OC)cc3)C(=O)N12 (stereo not drawn) |
| 0% | O=C(O)c1ccccc1-c1csc(-c2ccccc2)n1 |
| -8% | CC(=O)N1CCN(Cc2nc3cc(NC(=O)Nc4ccccc4)ccc3n2C)CC1 |
| -3% | Cc1ccc(S(=O)(=O)Nc2ccc(N=Nc3ccc(O)cc3)cc2)cc1 |
| 4%[57.5 µM] | O=C(CCCN1C(=O)c2ccccc2C1=O)Nc1ccccc1 |
| 4% | Cc1ccccc1NC(=O)CSc1nnc(Cc2ccccc2)o1 |
| 1% | CN(C)/C=N/c1ncc(-c2ncc(C(F)(F)F)cc2Cl)cn1 |
| -1% | CN1C(=O)C(CC(=O)NCC2CCCCC2)SC1=Nc1ccccc1 (stereo not drawn) |
| -8% | CCCC1CCC(=NNS(=O)(=O)c2ccc(C)c([N+](=O)[O-])c2)CC1 (stereo not drawn) |
| 7% | CCOC(=O)Cn1c(C)cc(COC)c(C#N)c1=O |

5 entries already listed, sorted by their value in ERK EGF block, smallest number first:
| ERK EGF block | SMILES |
| --- | --- |
| -9% | CCOC(=O)N1CCN(C(=S)NC(C)(C)C)CC1 |
| -8% | CCCC1CCC(=NNS(=O)(=O)c2ccc(C)c([N+](=O)[O-])c2)CC1 (stereo not drawn) |
| -2% | CC(CCC#N)[N+](=O)[O-] (stereo not drawn) |
| 4% | O=C(CSc1nc(-c2ccco2)cc(C(F)(F)F)n1)Nc1ccccc1C(F)(F)F |
| 6% | CC(/C=C/c1ccccc1F)=N\NC(=O)c1ccccc1 |
